proCasp3 act: activates human procaspase-3 | P42574 | activation, % at 8.5 µM | hit rate 0.11% among 330,000 | recombinant procaspase-3 D3A, Ac-DEVD-pNA absorbance 405 nm | AID 463141;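 active = activation above the mean of all tested compounds plus 3 SD, cut at about 21% in these data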;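 note: 0% = DMSO alone and 100% = DMSO wells spiked with extra 5 µM PC-3 D3A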
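Assay system – Procaspase-3 D3A mutant · Benchmarks – DMSO low control, extra-enzyme high control · Technique – 405 nm absorbance of p-nitroaniline, reads at 0 and 120 min · Doses – 8.5 µM nominal · Measure – % activation between DMSO and enzyme-spiked controls · Also added – Ac-DEVD-pNA chromogenic peptide substrate · Schedule – 1 h compound preincubation, 2 h substrate hydrolysis at 25 °C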
LAP4 TOR yeast: alters LAP4-GFP fluorescence in TOR pathway yeast screen; S. cerevisiae LAP4-GFP multiplex, flow cytometry GFP, 3 h; median GFP as percent of DMSO wells; GFP response vs DMSO, % at 10 µM; hit rate 0.34% among 320,000; AID 2023;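 active = GFP response vs DMSO above a set limit, about the screen mean plus 3 SD, cut at about 150% in these data; inconclusive = under 70 cell events counted for the yeast strain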
RPL19A TOR yeast: modulators of TOR pathway RPL19A-GFP in S. cerevisiae | S. cerevisiae RPL19A-GFP strain, flow cytometry, 3 h; stronger effect = lower value | percent response vs DMSO, % at 10 µM | hit rate 0.3% among 330,000;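 active = percent response vs DMSO below 50%; inconclusive = fewer than 70 events counted for the yeast strain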;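 note: median channel GFP fluorescence of the barcoded RPL19A-GFP strain; ratio of sample median GFP to plate DMSO average so 100% = DMSO; lower means less RPL19A-GFP as with rapamycin TOR inhibition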
EBNA-1 inh: blocks EBNA-1 binding to DNA; AID 1950; hit rate 0.34% among 300,000; EBNA-1 DNA binding, fluorescence polarization; inhibition, % at 14.8 µM; in the data active = inhibition above about 28%
AHR activator: activators of human aryl hydrocarbon receptor; AHR-responsive luciferase reporter cells, luminescence; activation, % at 5 µM; hit rate 2.5% among 320,000; AID 2796; in the data active = activation above about 47%;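 note: 0% = vehicle wells and 100% = reference agonist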
MEP2-GFP yeast: alters MEP2-GFP fluorescence in TOR pathway yeast screen. S. cerevisiae MEP2-GFP strain, flow cytometry GFP, 3 h; 100% = DMSO control level. GFP response vs DMSO, % at 10 µM. hit rate 0.51% among 330,000. AID 2016;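 active = GFP response versus DMSO above a set limit, roughly screen mean plus 3 SD, cut at about 180% in these data; inconclusive = fewer than 70 cells counted for a yeast strain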;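 note: median GFP fluorescence of the barcode-gated MEP2-GFP cells per well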
ZTA counter: counter-screen for EBNA-1 inhibitors: inhibitors of Epstein-Barr virus ZTA; P03206; ZTA-DNA binding, fluorescence polarization; inhibition, % at 11 µM; hit rate 0.15% among 320,000; AID 2234; in the data active = inhibition above about 33%
procasp7 counter: counter-screen: procaspase-7 (human) activation; recombinant procaspase-7, Ac-DEVD-pNA absorbance 405 nm; D23A/D198A/D206A triple mutant, cannot self-cleave; scale: DMSO 0, 5 µM enzyme 100; activation, % at 8.5 µM; AID 463210; P55210; hit rate 0.093% among 330,000;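 active = percent activation above the screen-wide mean plus 3 SD, cut at about 25% in these data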
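Assay system: Uncleavable procaspase-7 mutant enzyme; Input: 2 µM procaspase-7 mutant as dispensed; Also added: DEVD-pNA substrate; Medium: Zinc-free HEPES pH 7.4 with 300 mM NaCl, 0.01% Triton X-100; Timing: 1 h compound preincubation, 2 h substrate cleavage, 25 °C; Measured by: Epi-absorbance of released pNA at 405 nm, two timepoints.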
Starred values were filed as active, the others as inactive; ? = inconclusive; . = no result given.

# | Structure | proCasp3 act | LAP4 TOR yeast | RPL19A TOR yeast | EBNA-1 inh
1 | O=c1c2[nH]c3ccccc3c2ncn1Cc1ccncc1 | -1 | 89 | 96 | 1
2 | CC(=O)N1CCN(CC(=O)Nc2ccc(C)c(S(=O)(=O)N(C)C)c2)CC1 | -9 | 105 | 100 | -7
3 | COc1ccc2c(c1OC)C(=O)OC2C/C(=N\NC(N)=O)c1ccccc1 (stereo unspecified) | -3 | ? | 86 | -7
4 | CN1CCN(c2nc3ccccn3c(=O)c2C=C(C#N)C#N)CC1 | 5 | 97 | 102 | -7
5 | CCOC(=O)Cn1c(=O)oc2cc(S(=O)(=O)Nc3cc(OCC)ccc3OCC)ccc21 | 4 | 109 | 100 | 0
6 | CCCCCn1c(CNC(=O)CCC)nc2ccccc21 | 5 | 104 | 93 | 10
7 | O=S(=O)(c1cccs1)N1CN(Cc2cccs2)c2nc3ccccc3nc21 | 4 | 104 | 96 | 9
8 | Cc1cccc(C)c1NC(=O)CN(C)CC(=O)Nc1cc(Cl)ccc1C#N | 7 | 95 | 104 | -5
9 | C=CCc1cccc(/C=N/c2ncccc2O)c1O | -8 | 98 | 99 | 11
10 | CC(C)OCCCNC(=O)C1CCN(S(=O)(=O)c2ccc3nc4c(c(C(=O)O)c3c2)CCCCC4)CC1 | 0 | 101 | 99 | -4
11 | O=C(N/N=C/c1ccc([N+](=O)[O-])cc1)c1ccccc1OCc1ccccc1 | 5 | 69 | 100 | -4
12 | CN(C(=O)c1cccc(NC(=O)C2CCN(C(=O)OC(C)(C)C)CC2)c1)C1CCCCC1 | 4 | 98 | 96 | .
13 | CN(c1ccccc1)S(=O)(=O)c1ccc(NC(=S)Nc2ccccc2)cc1 | 7 | 99 | 99 | 11
14 | CC1(C)CC(C)(O)N(Cc2ccccc2)C(=S)N1 (stereo unspecified) | -9 | 112 | 99 | -4
15 | NC(=O)c1ccsc1NC(=O)CS(=O)(=O)c1ccccc1 | 0 | 84 | 95 | -14

# | AHR activator | MEP2-GFP yeast | ZTA counter | procasp7 counter
1 | 31 | 94 | -11 | 10
2 | -3 | 102 | -1 | -6
3 | 1 | ? | 1 | 5
4 | 4 | 107 | -2 | -3
5 | 4 | 116 | -9 | 4
6 | 4 | 101 | 5 | -4
7 | 3 | 105 | 9 | 7
8 | 13 | 106 | -24 | -5
9 | 4 | 102 | 14 | 5
10 | 2 | 100 | 11 | -8
11 | 2 | 82 | -1 | 2
12 | 0 | 97 | . | 22
13 | -2 | 92 | 12 | 7
14 | -1 | 104 | 3 | -3
15 | 5 | 97 | -3 | 6

Remaining list, next part.
# | Structure | proCasp3 act | LAP4 TOR yeast | RPL19A TOR yeast | EBNA-1 inh
16 | Cc1nnc(NC(=O)c2ccc(-c3ccc([N+](=O)[O-])cc3)o2)s1 | -8 | 82 | 111 | -4
17 | COC(=O)[C@@]1(Cc2ccc(F)cc2)[C@H]2c3cc(C(=O)N4CCCC4)n(CCCNc4ncc(C(F)(F)F)cc4Cl)c3C[C@H]2CN1C(=O)c1ccccc1 | -2 | 127 | 98 | 6
18 | CC1(C)C2CCC1(C)C(NC1=NCCC1)C2 (stereo unspecified) | 10 | 108 | 107 | -3
19 | COc1ccc(/C(N)=N/OC(=O)C2CCCCC2)cc1OC | 0 | 103 | 107 | -4
20 | O=C(NCc1cc([N+](=O)[O-])ccc1O)c1cccc(NS(=O)(=O)c2ccccc2)c1 | -4 | 100 | 103 | -4
21 | C/C(=N\NC(=O)C(N)=O)c1ccc(OC(F)F)cc1 | -4 | 89 | 95 | 0
22 | COc1ccc(C(=O)N/N=C/c2ccc(N3CCOCC3)o2)cc1OC | 7 | 85 | 104 | -6
23 | O=C(NCCc1ccccc1)C(=O)NCC1OCCN1S(=O)(=O)c1ccc(Cl)cc1 (stereo unspecified) | 6 | 112 | 101 | 1
24 | CCN(CC)c1nc2c(c(=O)[nH]c(=O)n2C)n1Cc1ccccc1Cl | 7 | 100 | 103 | -4
25 | Cc1ccc(/C=N/NC(=O)C[n+]2ccccc2)s1 | 2 | 110 | 94 | 6
26 | O=C(NCCN1CCCCC1)c1ccco1 | 5 | 92 | 98 | 11
27 | O=C(C1CCN(CCCc2ccccc2)CC1)N(CCc1ccccc1)Cc1ccccc1 | 5 | 100 | 103 | -10
28 | COc1ccc(CNC(=O)CSc2nc3ccc(C)cc3[nH]2)cc1 | 1 | 96 | 107 | -2
29 | Cc1cc(C)c2c(c1)/C(=N/NC(=O)c1ccc(O)cc1)CCC2 | 1 | 90 | 103 | 3
30 | CCOC(=O)/C(=C\c1ccccc1)C(=O)c1cc(C(C)=O)c(Nc2ccccc2)s1 | 9 | 81 | 113 | 4

# | AHR activator | MEP2-GFP yeast | ZTA counter | procasp7 counter
16 | 7 | 105 | -11 | -7
17 | 0 | 95 | 4 | 3
18 | 0 | 117 | -4 | -1
19 | 1 | 107 | 15 | 16
20 | -2 | 106 | 2 | 0
21 | 3 | 97 | 10 | 2
22 | 11 | 101 | -1 | -11
23 | 1 | 100 | -3 | 3
24 | 1 | 112 | -13 | 2
25 | 2 | 98 | -2 | 6
26 | 1 | 100 | 12 | -2
27 | 7 | 111 | -4 | 2
28 | 41 | 108 | 8 | -7
29 | 4 | 98 | -14 | 1
30 | 0 | 103 | -4 | 6

6 entries already listed, sorted by heavy-atom count, descending:
# | Structure | proCasp3 act | LAP4 TOR yeast | RPL19A TOR yeast | EBNA-1 inh
23 | O=C(NCCc1ccccc1)C(=O)NCC1OCCN1S(=O)(=O)c1ccc(Cl)cc1 (stereo unspecified) | 6 | 112 | 101 | 1
22 | COc1ccc(C(=O)N/N=C/c2ccc(N3CCOCC3)o2)cc1OC | 7 | 85 | 104 | -6
28 | COc1ccc(CNC(=O)CSc2nc3ccc(C)cc3[nH]2)cc1 | 1 | 96 | 107 | -2
21 | C/C(=N\NC(=O)C(N)=O)c1ccc(OC(F)F)cc1 | -4 | 89 | 95 | 0
25 | Cc1ccc(/C=N/NC(=O)C[n+]2ccccc2)s1 | 2 | 110 | 94 | 6
26 | O=C(NCCN1CCCCC1)c1ccco1 | 5 | 92 | 98 | 11

# | AHR activator | MEP2-GFP yeast | ZTA counter | procasp7 counter
23 | 1 | 100 | -3 | 3
22 | 11 | 101 | -1 | -11
28 | 41 | 108 | 8 | -7
21 | 3 | 97 | 10 | 2
25 | 2 | 98 | -2 | 6
26 | 1 | 100 | 12 | -2

Next section.
# | Structure | proCasp3 act | LAP4 TOR yeast | RPL19A TOR yeast | EBNA-1 inh
31 | O=C(NNC(=O)c1ccc(Cl)cc1Cl)c1cccs1 | 1 | 100 | 94 | -13
32 | COC(=O)Cc1c(C)c2c(O)cc(C)cc2oc1=O | -4 | 113 | 103 | -1
33 | COC(=O)c1ccc(C2/C(=C(/O)c3ccc(Cl)cc3)C(=O)C(=O)N2C2CCS(=O)(=O)C2)cc1 (stereo unspecified) | -3 | 93 | 97 | -17
34 | CCOC(=O)N1CCN(C(=O)C(=O)N/N=C/c2ccc(OC)cc2OC)CC1 | -8 | 110 | 100 | 3
35 | COc1cc(CC(=O)OCc2ccccc2F)cc(OC)c1OC | -3 | 104 | 106 | 15
36 | CC(C)(C)Cc1nnc(NC(=O)CSc2ccccc2)s1 | -25 | 108 | 103 | 6
37 | C=CCN(CC=C)CCOc1ccccc1[N+](=O)[O-] | 1 | 101 | 107 | 5
38 | COc1cc(OC)c(NC(=O)Nc2ccc(OC)c(OC)c2)cc1Cl | 3 | 106 | 96 | 0
39 | CCN=C1S/C(=C\c2ccc(-c3cccc(C(=O)O)c3)o2)C(=O)N1CC | -15 | 96 | 104 | -3
40 | CC1CCCN(C(=O)C2CCN(C(=O)Nc3ccccc3)CC2)C1 (stereo unspecified) | 3 | 102 | 99 | .
41 | Cc1ccc(OCCSc2nc3ccccc3n2CC(=O)O)cc1C | 9 | 79 | 97 | -13
42 | CCC(C)NS(=O)(=O)c1ccc(OCC(=O)NCc2ccc(OC)cc2)cc1 (stereo unspecified) | 3 | 107 | 99 | -6
43 | COC(=O)c1c(NC(=O)COC(=O)Cn2cnc3ccccc32)sc2c1CCCC2 | 7 | 106 | 99 | -4
44 | O=C(NNC(=O)C12CC3CC(CC(O)(C3)C1)C2)c1csc(N2CCOCC2)n1 | -6 | 90 | 97 | 10
45 | CCN(CC)CCCNC(=O)CSc1nc(C)cc(C)n1 | -1 | 104 | 98 | -7

# | AHR activator | MEP2-GFP yeast | ZTA counter | procasp7 counter
31 | 0 | 93 | -22 | -6
32 | 1 | 112 | -6 | 23
33 | 1 | 98 | 3 | -8
34 | -1 | 107 | 7 | 0
35 | 1 | 106 | -2 | 6
36 | -1 | 103 | -5 | -29
37 | 1 | 104 | -6 | 5
38 | 4 | 91 | 8 | 11
39 | 9 | 100 | 5 | -17
40 | 1 | 97 | 1 | 6
41 | -1 | 99 | -4 | 0
42 | 1 | 89 | -1 | 5
43 | 5 | 108 | 3 | -7
44 | 1 | 95 | 11 | -4
45 | -2 | 102 | 7 | 2

Continuation.
# | Structure | proCasp3 act | LAP4 TOR yeast | RPL19A TOR yeast | EBNA-1 inh
46 | C=C1CC2C(=O)N(Cc3cc(OC)ccc3OC)C(C(=O)OCC)(C(=O)OCC)C1N2C(=O)OC(C)(C)C (stereo unspecified) | -7 | 98 | 106 | 4
47 | Brc1cc2c(cc1C1Nc3ccccc3C3C=CCC31)OCO2 (stereo unspecified) | -2 | 108 | 92 | -4
48 | O=C(/C=C/c1ccco1)NC(=S)Nc1ccccc1 | -3 | 89 | 105 | -9
49 | CC1(c2ccc([N+](=O)[O-])cc2)NC(=O)N(CC(=O)c2ccc3c(c2)OCO3)C1=O (stereo unspecified) | 2 | 89 | 92 | 2
50 | Cn1ncc2c(NNC(=O)C3CCCCC3)ncnc21 | 6 | 114 | 115 | -9
51 | COc1ccccc1CNC(=O)Cc1c[nH]c2ccccc12 | 3 | 123 | 99 | -2
52 | Fc1ccccc1N1CCN(Cc2nc(-c3ccc(Cl)cc3Cl)no2)CC1 | -2 | ? | 92 | 2
53 | CC12CC3CC(C)(C1)CC(C(=O)NC(=S)N1CCCCC1)(C3)C2 | 4 | 100 | 91 | 13
54 | COc1ccc(-c2nc(CS(=O)(=O)CC(=O)NCc3cccc(Br)c3)c(C)o2)cc1 | 4 | 138 | 104 | 4
55 | C=CCn1c(CSc2nc3ccccc3s2)n[nH]c1=S | -17 | 92 | 93 | -7
56 | Cc1cnc(C)c(N(C)NC(=S)Nc2ccccc2)n1 | 3 | 98 | 99 | 6
57 | CN1CCCN(S(=O)(=O)c2cccc(Cl)c2Cl)CC1 | -7 | 108 | 105 | -7
58 | O=C(O)CCCCCNCc1ccncc1 | -4 | 109 | 104 | 3

# | AHR activator | MEP2-GFP yeast | ZTA counter | procasp7 counter
46 | 3 | 95 | -16 | 2
47 | 0 | 94 | 10 | 4
48 | 35 | 114 | -2 | -4
49 | 0 | 95 | -2 | -7
50 | 2 | 110 | -7 | 7
51 | 15 | 99 | 0 | -8
52 | 1 | ? | -10 | -11
53 | -1 | 93 | 4 | -2
54 | -1 | 148 | 11 | 4
55 | 16 | 94 | 4 | -29
56 | 1 | 102 | 14 | -2
57 | -1 | 104 | 9 | 7
58 | -2 | 106 | 9 | 12

Bioassay records as filed in PubChem.
